RXFP1 agonist: RXFP1 (human) receptor agonism. HEK293T-RXFP1 cAMP TR-FRET, 30 min; response scale: percent of porcine relaxin response, buffer zero. 370,000 compounds, 0.3% hits. AID 2676. Potency, µM (titrated, usually from 57.5 µM), without a hit: at the top dose activation, most hits filed as activators; further: potency means the concentration at half of the fitted maximal effect; on the % scale 0 is the no-effect control and ±100 the full control effect; nearly all actives have a fitted effect of over 60% in size; many of its hits are not listed in these tables
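cAMP rise read by TR-FRET after 30 min, 37C compound exposure (up to 58 uM) in RXFP1-transfected HEK293 cells with Ro 20174 present. EC50 from Hill-equation fits, with 29 nM porcine relaxin as 100% and buffer as basal.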
D2 PAM: D2 dopamine receptor (human) potentiation | P14416 | HEK293 T-REx D2, calcium flux, EC20 dopamine potentiation | potentiation, % at 10 µM | 340,000 compounds, 0.34% hits | AID 485347;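 active means potentiation over 3 SD above the plate norm, cut at about 30% in these data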; further: 0% is about no effect
Target sequence (P14416 whole entry, looked up): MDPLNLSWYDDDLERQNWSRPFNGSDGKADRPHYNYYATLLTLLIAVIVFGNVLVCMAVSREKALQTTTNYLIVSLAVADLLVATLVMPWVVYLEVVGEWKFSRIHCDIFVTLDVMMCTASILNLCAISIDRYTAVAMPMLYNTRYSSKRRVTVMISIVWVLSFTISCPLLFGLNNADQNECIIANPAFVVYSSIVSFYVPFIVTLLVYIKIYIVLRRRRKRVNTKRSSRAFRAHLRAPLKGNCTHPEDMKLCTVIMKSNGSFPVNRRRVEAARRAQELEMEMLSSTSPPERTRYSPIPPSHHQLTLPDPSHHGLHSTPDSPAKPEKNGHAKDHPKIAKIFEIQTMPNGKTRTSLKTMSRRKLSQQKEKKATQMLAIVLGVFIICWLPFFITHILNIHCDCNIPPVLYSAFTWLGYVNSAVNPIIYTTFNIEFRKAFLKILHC
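Using a no-wash calcium dye in inducible, force-coupled HEK293 Trex cells expressing D2, we tracked fluorescence each second for 180 s after compound, then for 180 s after EC20 dopamine to detect augmented signalling.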
Vif-APOBEC3F blk: blocks the Vif interaction with APOBEC3F; HeLa A3F-eYFP + Vif (tagged APOBEC3F with the HIV-1 protein that degrades it), YFP fluorescence increase; Potency, µM (series often up to 46.1 µM), without a hit: at the top dose activity, negative = active; 390,000 compounds, 0.2% hits; AID 602313; further: potency means the concentration at half of the fitted maximal effect; % of control where 0% means no effect; nearly all actives have a fitted effect of over 65% in size
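HeLa cells stably expressing Vif plus C-terminally eYFP-tagged A3F were seeded, incubated overnight at 37 deg C, dosed with compound, incubated overnight again at 37 deg C. Yellow fluorescence (Ex 488/Em 500-530) reported blocked Vif-mediated A3F-eYFP degradation.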
D1 antagonist: antagonists of human D1 dopamine receptor; 360,000 compounds, 3.2% hits; activity change, negative = inhibition, % at 10 µM; HEK293 TREx D1 cells, calcium flux, dopamine EC80; active compounds read low; P21728; in the data active means activity change below about -30%; further: on the % scale 0 is the no-effect control and ±100 the full control effect
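Using tetracycline-induced force-coupled D1 Hek293 cells and a calcium dye, signals were followed for 180 s after compound, then for 180 s after EC80 dopamine, to detect inhibitors.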
D1 potentiator: potentiators of human D1 dopamine receptor; HEK293 TREx D1 cells, calcium flux, dopamine EC20 potentiation; 360,000 compounds, 0.036% hits; potentiation, % at 10 µM; in the data active means potentiation above about 30%; further: 0% is about no effect
RXFP1 antag: antagonists of human relaxin receptor RXFP1; Q9HBX9; HEK293-RXFP1, relaxin-stimulated cAMP HTRF, 30 min; active compounds read low; activity change, negative = inhibition, % at 57.5 µM; 350,000 compounds, 0.59% hits; AID 1259400;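 active means activity change of -60% or lower, but not beyond a set lower limit; inconclusive means change between -60% and -40%, or beyond the set limit; inactive means change above -40%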; further: on the % scale 0 is the no-effect control and ±100 the full control effect
Vif-APOBEC3G blk: Vif-A3G binding inhibition; HeLa A3G-eYFP + Vif (tagged APOBEC3G with the HIV-1 protein that degrades it), YFP fluorescence, overnight; Potency, µM (series often up to 46.1 µM), for inactives: top-dose activity, negative = active, usual class: inhibitors; 410,000 compounds, 0.076% hits;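 further: potency means the concentration at half of the fitted maximal effect; on the % scale 0 is the no-effect control and ±100 the full control effect; nearly all actives have a fitted effect of over 60% in size; hits raise eYFP signal because A3G escapes Vif-driven loss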
Target sequence (Q9HC16 whole entry, looked up): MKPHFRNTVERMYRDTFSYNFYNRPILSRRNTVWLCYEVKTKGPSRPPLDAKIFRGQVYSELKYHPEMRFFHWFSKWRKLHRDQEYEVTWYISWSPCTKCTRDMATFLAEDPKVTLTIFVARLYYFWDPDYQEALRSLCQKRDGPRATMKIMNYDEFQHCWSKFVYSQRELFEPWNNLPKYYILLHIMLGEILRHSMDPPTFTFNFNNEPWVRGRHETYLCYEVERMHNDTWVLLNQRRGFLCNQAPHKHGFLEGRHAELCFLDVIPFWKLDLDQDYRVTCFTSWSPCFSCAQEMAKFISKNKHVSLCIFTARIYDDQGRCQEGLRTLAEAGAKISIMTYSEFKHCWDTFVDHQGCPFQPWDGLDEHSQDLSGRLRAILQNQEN
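Read-out is eYFP fluorescence (Ex 488/Em 500-530) from Vif-expressing HeLa A3G-eYFP cells; more signal means A3G escaped Vif-mediated degradation. Cells plated overnight, compound pinned in, incubated overnight at 37 deg C.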
GRP78 ERSR act: ER stress response induction in glioma; Potency, µM, for inactives: top-dose activation, usual class: activators; U87-MG GRP78 promoter luciferase reporter, 16 h; 420,000 compounds, 0.02% hits; further: potency means the concentration at half of the fitted maximal effect; series mostly up to about 76 µM; % of control where 0% means no effect; nearly all actives have a fitted effect of over 35% in size
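Stably transfected U87-MG human glioma cells carrying a GRP78-based luminescent sensor were seeded at 1000 cells/well, pin-dosed with compounds and incubated 16 h. Luciferase reagent was then added, and end-point luminescence was read after 10 min at room temperature.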
D1 agonist: human D1 receptor agonism. 360,000 compounds, 1% hits. AID 504660. activation, % at 2 µM. P21728. HEK293 T-REx D1 cells, calcium flux, agonist mode; in the data active means activation above about 30%; further: 0% is about no effect
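Agonism was scored from calcium flux recorded over 180 s (1 read/s) after pintool compound addition, following a 10-cycle baseline. Cells were inducible force-coupled HEK293 TREx D1, plated overnight at 30 C and loaded with no-wash calcium dye.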
Numbers without * were called inactive; ? = inconclusive; · = no result given; & = joins results of further samples. Unless noted, the call rests on the fitted dose curve; in most records, active means well fitted curve in the direction sought with a large enough effect; inconclusive means small, poorly fitted or top-dose-only effect, or another doubt; inactive means no such curve, though single readings can be large; an effect the other way counts as inactive or inconclusive. An excerpt; rates above refer to the full screens.

Start of the data: the first 2 records (preview)
Order of results – RXFP1 agonist	D2 PAM	Vif-APOBEC3F blk	D1 antagonist	D1 potentiator	RXFP1 antag	Vif-APOBEC3G blk	GRP78 ERSR act	D1 agonist
1: O=C(NCc1cccs1)c1ccc(Cn2c(SCc3ccccc3)nc3cccnc32)cc1
    2.0%	-1	-5%	-2	-1	-31	2%	3%	9
2: COc1cccc(CNS(=O)(=O)c2ccc3c(c2)oc(=O)n3C)c1
    -3.3%	-1	-4%	-9	-2	5	1%	-1%	2

This part in full, repeating the preview:
Order of results – RXFP1 agonist	D2 PAM	Vif-APOBEC3F blk	D1 antagonist	D1 potentiator	RXFP1 antag	Vif-APOBEC3G blk	GRP78 ERSR act	D1 agonist
1: O=C(NCc1cccs1)c1ccc(Cn2c(SCc3ccccc3)nc3cccnc32)cc1
    2.0%	-1	-5%	-2	-1	-31	2%	3%	9
2: COc1cccc(CNS(=O)(=O)c2ccc3c(c2)oc(=O)n3C)c1
    -3.3%	-1	-4%	-9	-2	5	1%	-1%	2
3: N#C/C(=C/c1cn(CC(=O)O)c2ccccc12)c1ccc(F)cc1
    0.0%	-4	-11%	-19	-7	-1	-6%	-3%	4
4: O=C(Cn1nnc2ccccc21)c1cccc([N+](=O)[O-])c1
    -0.1%	4	0%	-2	-3	4	-1%	-2%	1
5: CCOC(=O)c1[nH]c2ccccc2c1NC(=O)c1cc(Cl)ccc1Cl
    0.5%	-8	-4%	-4	-1	·	7%	-3%	-1
6: CCCN1C(=O)c2ccc(C(=O)Nc3ccc4c(c3)OCO4)cc2C1=O
    0.6%	-11	10%	-13	-7	-11	0%	1%	16
7: O=C(COC(=O)c1ccco1)NCc1ccco1
    0.0%	-5	-8%	3	-4	-5	-3%	1%	1
8: CCN(CC)S(=O)(=O)c1ccc(C)c(NC(=O)CNc2cccc(S(=O)(=O)N3CCCC3)c2)c1
    0.2%	-16	2%	-12	-3	5	2%	-4%	3
9: Cc1cc(C)c(S(C)(=O)=O)c(=O)[nH]1
    4.1%	16	-1%	7	8	19	0%	1%	2
10: CCCCn1c(SCC(=O)NCc2ccco2)nc2c1c(=O)n(C)c(=O)n2C
    3.0%	8	-7%	2	-1	2	2%	1%	-1
11: O=c1cccc2n1Cc1cc3ccccc3nc1-2
    8.6%	-2	-9%	10	-5	·	9%	-6%	-2
12: CSc1ncccc1C(=O)NC1CC(C)(C)Cc2c1cnn2-c1ccccc1C (centres undefined)
    0.0%	5	8%	-17	-4	0	-5%	-2%	1
13: CCOC(=O)c1ccc(N=C2SC(C(=O)NC)CC(=O)N2Cc2ccc(F)cc2)cc1 (centres undefined)
    -1.1%	-7	-2%	-4	-4	-9	-2%	-2%	3
14: Cc1ccc(NC(=O)CN2C(=O)NC3(CCC(C)CC3)C2=O)c(Cl)c1 (centres undefined)
    -0.8%	-2	-2%	-2	4	-17	0%	-3%	0
15: Cc1ccsc1C(=O)OCC(=O)Nc1cccc(S(=O)(=O)N2CCOCC2)c1
    0.7%	·	8%	-14	-4	6	-4%	2%	2
16: CC(=O)Nc1c(-c2ccccc2)nc2ccc(Cl)cn12
    ·	·	1%	·	·	1	-2%	0%	·
17: COc1ccc(-c2csc3ncnc(N4CCN(S(=O)(=O)c5ccc(Cl)s5)CC4)c23)cc1
    0.6%	1	-8%	1	2	?	-9%	-8%	1
18: COc1ccccc1C(=O)Nc1ccc(S(=O)(=O)N2CCN(C)CC2)cc1
    ·	·	6%	·	·	-4	0%	-2%	·
19: O=C(Nc1nc(-c2cccnc2)cs1)c1ccccc1[N+](=O)[O-]
    0.5%	-10	3%	2	7	-7	0%	-2%	1
20: CC(C)C[C@@H](CO)N(Cc1ccccc1)S(=O)(=O)N(Cc1ccccc1)[C@H](CO)CC(C)C
    3.7%	16	5%	-18	-7	·	-21%&-5%	-7%&-10%	18
21: COc1ccc(CCNC(=O)CSC2=Nc3ccccc3C3=NC(C(C)C)C(=O)N23)cc1OC (centres undefined)
    0.5%	2	-17%	4	-11	-12	0%	-3%	1
22: O=C(O)c1ccccc1C(=O)Nc1ccc(-n2nc(C(F)(F)F)cc2C(F)(F)F)cc1
    2.1%	-5	-9%	3	-2	-18	-3%	-7%	7
23: CC1CC(C)CN(C/C=C/c2ccccc2[N+](=O)[O-])C1 (centres undefined)
    -0.8%	-28	-6%	0	-7	2	0%	-4%	2
24: O=C(Nc1ccccc1)Nc1ccc2ccccc2c1
    4.5%	-7	1%	-26	-2	0	1%	3%	13
25: Cc1ccc(CN(Cc2ccco2)C(=O)c2ccc(Cl)cc2)o1
    -1.1%	7	-11%	-2	-2	?	6%	-4%	0
26: O=C(N/N=C/c1ccc(O)cc1)c1cccc(N/N=C/c2ccc(O)cc2)c1
    0.3%	-6	-5%	-5	13	16	-10%	-5%	2
27: O=C(O)C1(Nc2ccc(Br)cc2)CCCC1
    ·	·	1%	·	·	-6	-7%	2%	·
28: O=C(NC(=S)Nc1ccc(N2CCOCC2)cc1)c1ccccc1
    1.9%	5	2%	-5	10	3	0%	0%	6
29: Cc1ccccc1NC(=O)c1c(C)nn(-c2ccccc2)c1Cl
    -0.1%	12	-1%	5	-4	-8	-10%	4%	2
30: CCC(Sc1nc2ccsc2c(=O)n1-c1ccc(Cl)c(C)c1)C(=O)NCc1ccco1 (centres undefined)
    4.8%	19	-5%	-19	7	-9	6%	-4%	5
31: O=C(CCc1nnc(Cc2cccc(C(F)(F)F)c2)o1)NC1CC1
    1.5%	1	10%	0	-2	4	-11%	-2%	2
32: COc1ccc(C(=O)Nc2ccc(N3CCN(C)CC3)cc2)cc1[N+](=O)[O-]
    0.2%	3	3%	27	-9	3	-1%	-1%	3
33: O=C(CSc1nc2ccccc2o1)Nc1nc2c(s1)CCCC2
    ·	·	?	·	·	-10	-9%	-10%	·
34: Cc1ccc(C(=O)N/C(=C\c2ccco2)C(=O)NCCCN2CCOCC2)cc1C
    0.6%	6	8%	-4	-5	18	1%	-5%	4
35: COc1ccc(CCCC(=O)NCC(=O)N/N=C/c2cc(Cl)ccc2OC)cc1
    1.7%	-2	0%	1	-4	4	1%	-3%	4
36: Cc1ccc(NC(=O)CCS(=O)(=O)c2ccc(Br)s2)c(Br)c1
    4.5%	-1	-8%	-11	-1	·	-3%	-2%	3
37: COc1ccc(C2C(C(C)=O)=C(O)C(=O)N2Cc2cccnc2)cc1 (centres undefined)
    7.4%	6	0%	5	4	-4	1%	-3%	-2
38: CC(C)Nc1ccc(-n2nc3ccccc3[n+]2[O-])cc1
    4.2%	22	-11%	-20	-5	-7	1%	-13%	1
39: COc1cccc(C(=O)O/N=C(\N)c2ccccn2)c1
    2.4%	-2	10%	3	0	7	-2%	-13%	4
40: Cc1ncc(/C=C2\C(=O)Nc3ccccc32)[nH]1
    3.2%	2	-3%	7	-10	-2	2%	1%	2
41: Cc1ccc(Cn2c(C(=O)O)c(CNCc3ccccc3Cl)c3ccc(C)cc32)cc1
    ?	-12	-8%	-1	0	·	2%	-4%	2
42: O=[N+]([O-])c1cc(C(F)(F)F)ccc1NCCc1ccccn1
    ·	·	15%	·	·	-4	1%	3%	·
43: Cc1ccsc1/C=N/NC(=O)c1cccc(S(=O)(=O)Nc2ccccc2Cl)c1
    -0.7%	9	-3%	-3	-1	-2	1%	-1%	0
44: Cc1cccc2c1cnn2C(=O)CCC(=O)NCC(C)c1ccccc1 (centres undefined)
    3.4%	7	1%	17	0	3	5%	-5%	1
45: CCC(=O)N1c2ccccc2CC1C(=O)NCCc1ccccc1C (centres undefined)
    1.7%	-3	3%	7	1	0	2%	-2%	-2
46: CC1CC(C)CN(C(=O)c2ccncc2)C1 (centres undefined)
    -0.3%	3	3%	4	4	5	1%	-3%	2
47: CC(=O)n1cc(C2CC(=O)OC3=C2CC(=O)C(C)(C)C3)c2ccccc21 (centres undefined)
    ·	·	-5%	·	·	7	1%	-2%	·
48: COc1ccc(C2C(C(=O)O)CC(=O)N2c2ccc(OC)cc2)cc1 (centres undefined)
    2.0%	-10	·	5	0	-4	-2%	-2%	4
49: O=C(c1ccc2[nH]c(=O)c(=O)[nH]c2c1)N1CCN(Cc2ccccc2)CC1
    1.1%	2	5%	-3	-4	-9	0%	-5%	0
50: CC(=O)NC1(C(F)(F)F)C(=O)Nc2c1c(=O)n(C)c(=O)n2C (centres undefined)
    0.6%	-8	0%	-1	-6	16	2%	-5%	2
51: O=C1CC(Nc2ccccc2)C(=O)N1c1ccc(N2CCOCC2)cc1 (centres undefined)
    -1.2%	9	4%	-3	7	1	1%	-6%	1
52: CNC(=S)N/N=C(\C)c1ccc(Cl)c(Cl)c1
    -0.7%	3	?	2	3	1	-4%	-4%	-4
53: Cc1cc(=O)[nH]c(S/C=C/c2ccccc2)n1
    1.2%	-1	-3%	1	5	-1	-1%	2%	0
54: Cc1ccc(N2CC(C(=O)Nc3ccc(S(=O)(=O)NCC4CCCO4)cc3)CC2=O)cc1 (centres undefined)
    0.9%	1	-3%	-2	-2	-7	-2%	-2%	5
55: Cc1cc(C(C#N)c2cccc(Cl)c2)n2ncnc2n1 (centres undefined)
    0.8%	-9	-9%	-16	-3	-4	-30%	-6%	3
56: Cc1ccc(-n2c(SCC(=O)c3c(N)n(C)c(=O)n(C)c3=O)nc3sc4c(c3c2=O)CCCC4)c(C)c1
    0.3%	4	3%	8	-1	-3	4%	-4%	3
57: CS(=O)(=O)N(CC(=O)N1CCN(Cc2ccccc2)CC1)c1cccc([N+](=O)[O-])c1
    0.7%	-2	7%	1	-9	1	1%	-1%	6
58: CN(CC(=O)Nc1cccc(F)c1)C(=O)CCN1C(=O)C2CC=CCC2C1=O (centres undefined)
    1.9%	11	-1%	16	-3	6	0%	-5%	2
59: CCC(=O)Nc1ccc(S(=O)(=O)Nc2cccnc2)cc1
    1.2%	4	2%	-13	2	-12	0%	0%	4
60: CCN(CC)C(=O)c1cccc(NC(=O)CCc2nc3sc4c(c3c(=O)[nH]2)CCCC4)c1
    0.3%	-1	-1%	8	1	-8	-5%	-1%	1
61: COCCCn1c(=O)c2ccccc2n2c(=S)[nH]nc12
    1.0%	8	3%	0	-1	2	2%	-2%	4
